OX1R antag: OX1R (HCRTR1) antagonists, primary screen, fluorescence, CHO/OX1R cells, Fluo-8 calcium, orexin A; Orexin/Hypocretin receptor type 1 (Homo sapiens), O43613; Fluo-8 calcium fluorescence; inhibition, % at 5 µM; actives 0.43% (n = 330,000);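 active = inhibition above its plate's threshold, mean inhibition of all tested compounds on the plate plus 3 SD, cut at about 37% in these data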;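 also: 0% = orexin A challenge wells and 100% = SB-334867-A antagonist wells; not every result past the cut was called active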
Target sequence (O43613 whole entry, looked up): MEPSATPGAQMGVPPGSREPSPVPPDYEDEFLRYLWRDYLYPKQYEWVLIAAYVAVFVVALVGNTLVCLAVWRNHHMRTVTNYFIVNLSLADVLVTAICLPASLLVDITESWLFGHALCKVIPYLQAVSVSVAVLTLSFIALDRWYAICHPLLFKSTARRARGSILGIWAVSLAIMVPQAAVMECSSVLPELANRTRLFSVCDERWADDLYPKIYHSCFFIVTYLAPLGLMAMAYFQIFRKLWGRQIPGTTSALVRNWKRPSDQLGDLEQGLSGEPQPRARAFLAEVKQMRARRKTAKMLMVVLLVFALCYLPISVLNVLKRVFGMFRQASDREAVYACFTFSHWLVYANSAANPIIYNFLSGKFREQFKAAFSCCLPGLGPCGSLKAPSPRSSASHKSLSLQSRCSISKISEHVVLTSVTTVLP
CHT allo act: CHT positive allosteric modulators, primary screen, cell-based, membrane potential dye, choline EC20 | actives 0.49% (n = 310,000) | AID 488977, 2010 | High affinity choline transporter 1 (Homo sapiens), Q9GZV3 | CHT-expressing cells; active compounds read high; LV-AA mutant CHT in HEK293 cells | B-score at 10 µM;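 active = initial fluorescence not abnormally high and integrated response B-score, plate-corrected, over 3 SD above library mean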
Target sequence (Q9GZV3 whole entry, looked up): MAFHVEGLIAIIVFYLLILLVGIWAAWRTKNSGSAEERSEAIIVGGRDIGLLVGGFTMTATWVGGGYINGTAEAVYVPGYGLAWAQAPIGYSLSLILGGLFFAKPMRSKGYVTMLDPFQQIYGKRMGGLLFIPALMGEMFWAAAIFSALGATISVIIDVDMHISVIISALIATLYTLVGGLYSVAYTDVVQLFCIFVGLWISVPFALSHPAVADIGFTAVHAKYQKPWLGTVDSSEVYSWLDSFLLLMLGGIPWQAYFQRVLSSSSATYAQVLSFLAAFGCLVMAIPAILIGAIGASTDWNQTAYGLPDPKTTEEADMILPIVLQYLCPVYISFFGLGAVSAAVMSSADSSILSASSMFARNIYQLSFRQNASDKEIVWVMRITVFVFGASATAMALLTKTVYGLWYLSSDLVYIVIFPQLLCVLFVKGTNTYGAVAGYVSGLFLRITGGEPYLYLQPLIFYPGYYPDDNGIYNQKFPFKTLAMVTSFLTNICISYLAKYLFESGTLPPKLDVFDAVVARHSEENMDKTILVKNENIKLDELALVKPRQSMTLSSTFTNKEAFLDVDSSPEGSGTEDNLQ
* marks the source's active call; other numbers are inactive results; i = inactive; nt = not tested or not shown.

SMILES	OX1R antag	CHT allo act
CN(C)CCCN(Cc1ccccc1)C(=S)NCc1ccccc1	-36	i
NC(=O)c1sc2nc3c(c(-c4cccs4)c2c1N)CCCCC3	-33	i
Cn1ncc(Cl)c1C(=O)Nc1ccc(Cl)cn1	-6	i
Cc1oc(C(=O)O)cc1COc1cccc2ccccc12	5	i
Cc1ccc(-n2nc3c(=O)n(CCCC(=O)NC4CCC(C)CC4)nc(C)c3c2C)cc1 (configuration not stated)	-31	i
CCOC(=O)c1ccccc1NC(=O)c1cn(-c2ccc(C)c(C)c2)c(=O)c2ccccc12	-3	i
Cc1nc2ccccc2c(=O)n1NC(=O)c1ccc(Cl)c([N+](=O)[O-])c1	-33	i
COc1ccc(NC(=O)c2cc(C)cc(C)c2)cc1[N+](=O)[O-]	-15	i
COc1cccc(N(CC(=O)NC(C)(C)C)C(=O)C2CSC(=O)C2)c1 (configuration not stated)	-25	i
Cc1ccc(C)c(NC(=O)CN(C)C(=O)[C@@H](NC(=O)c2ccc(C(C)(C)C)cc2)C(C)C)c1	-23	i
CCCCN(C(=O)CC1OC(=O)c2ccccc21)c1c(N)n(CCCC)c(=O)[nH]c1=O (configuration not stated)	-19	i
CCC(=O)N(CC)C1=C(O)c2ccccc2C(=O)C1=O	-1	i
COc1cccc(CNC(=O)c2ccc(C(=O)NCc3cccc(OC)c3)cc2)c1	-10	i
Cn1c(=O)c2c(nc(N3CCN(c4ccc([N+](=O)[O-])cc4)CC3)n2C)n(C)c1=O	-7	i
Cc1nn(-c2ccc(F)cc2F)c2c1-c1nc(N3CCCC3)ncc1CC2	-32	i
Cc1cc(C(=O)CN2C(=O)c3ccccc3S2(=O)=O)c(C)n1CC1CCCO1 (configuration not stated)	-8	i
CC(=O)c1cccc(NC(=O)c2cc(C(C)C)on2)c1	-8	i
CC(C)(C)OC(=O)N1CCC(Cc2cc(-c3ccc(Cl)cc3)no2)(C(=O)O)CC1	-14	i
CCN1C(=O)c2cccc3c(S(=O)(=O)N4CCCC4C(=O)O)ccc1c23 (configuration not stated)	-12	i
NS(=O)(=O)c1cc(C(=O)OCC(=O)N2CCc3ccccc3C2)ccc1Cl	-19	nt
CCCC(=O)N1CCN(c2ccc(NC(=O)c3ccccc3)cc2)CC1	-20	i
CC(=O)N1CCN(C(=S)c2ccc([N+](=O)[O-])cc2)CC1	-9	i
O=S(=O)(NCCC1=CCCCC1)c1ccc(F)cc1	-17	i
COC(=S)N/C(=N\S(=O)(=O)c1ccc(Cl)cc1)c1ccccc1	-11	i
OCC[C@@H]1C[C@H](O)[C@@H](O)[C@@]2(CCc3ccccc3O2)O1	-6	i

Compounds from the list above that have fluorine (2):
SMILES	OX1R antag	CHT allo act
Cc1nn(-c2ccc(F)cc2F)c2c1-c1nc(N3CCCC3)ncc1CC2	-32	i
O=S(=O)(NCCC1=CCCCC1)c1ccc(F)cc1	-17	i

An excerpt of these results, with values under each structure.
Values in the order – OX1R antag, CHT allo act
COc1cccc(CNC(=O)c2ccc(C(=O)NCc3cccc(OC)c3)cc2)c1
    -10, i
Cn1c(=O)c2c(nc(N3CCN(c4ccc([N+](=O)[O-])cc4)CC3)n2C)n(C)c1=O
    -7, i

Continuation:
SMILES	OX1R antag	CHT allo act
COCCC(=O)Nc1ccc2c(c1)CN(C(=O)c1ccc(CSC)o1)CC2	-19	i
Cc1c(N=C/C=C/c2ccccc2)cnn1C	-20	i
O=C(CNC(=O)c1ccccc1)OCc1cccc([N+](=O)[O-])c1	-10	i
CCc1ccc(CNCc2cccs2)cc1	-25	i
COc1cc(CC(=O)NNC(=O)c2cccs2)cc(OC)c1OC	-6	nt
CCOC(=O)CNc1nc(Oc2ccc(=O)n(C)n2)nc(N(CC)CC)n1	-12	i
c1ccc(C2CC(c3cccs3)Nc3nnnn32)cc1 (configuration not stated)	-9	i
CCCNC(=O)c1cccc(C(F)(F)F)c1	-4	i
O=C(CN1C(=O)C2C3C=CC(C3)C2C1=O)NCc1ccccc1 (configuration not stated)	-5	i
C=CCNc1nc(NCc2ccco2)nc(OCC)n1	-25	i
CON(C)c1nc(Oc2ccc(=O)[nH]n2)nc(N(C)C)n1	-3	i
CCN1C(=O)C(=O)N(CC(=O)N2CCN(c3ccccc3)CC2)C1=O	0	i
O=C(NC(=S)NC1CCS(=O)(=O)C1)c1ccccc1Br (configuration not stated)	-1	i
COc1cccc(NC(=O)CN2CCc3ccccc3C2)c1	-23	i
O=C(CN(c1ccc(F)cc1)S(=O)(=O)c1ccccc1)Nc1ccccc1C(=O)O	-32	i
Cc1cnn(-c2nc(-c3cccs3)cc(C(F)(F)F)n2)c1	-25	i
COc1ccc(-n2c(SCC(=O)N3CCC(C(=O)O)CC3)nc3ccccc3c2=O)cc1OC	-15	i
COc1ccc(N(CC(=O)N/N=C/c2ccccc2F)S(=O)(=O)c2ccccc2)cc1	-32	i
Fc1cccc(Cn2cc(C(=S)N3CCOCC3)c3ccccc32)c1	-10	i
N#C/C(C(=O)N1CCCCC1)=C1/N=C(NC(=O)c2ccc(F)cc2)c2ccccc21	-6	i
Fc1ccccc1NC(=S)N1CCN(C/C=C/c2ccccc2)CC1	-24	i
Cc1ccccc1OCC(=O)OCC(=O)c1ccc(-c2ccccc2)cc1	-14	i
CCn1ccc(C(=O)Nc2c(C)nn(Cc3c(F)c(F)c(F)c(F)c3F)c2C)n1	0	i
O=[N+]([O-])c1ccc(Oc2cccc(Br)c2)c2ccncc12	-39	i
CCN(CCCNC(=O)CN1C(=O)COc2ccccc21)c1cccc(C)c1	-28	i

Filtered by structure: the entries above containing an NH in an aromatic ring.
SMILES	OX1R antag	CHT allo act
CCCCN(C(=O)CC1OC(=O)c2ccccc21)c1c(N)n(CCCC)c(=O)[nH]c1=O (configuration not stated)	-19	i
CON(C)c1nc(Oc2ccc(=O)[nH]n2)nc(N(C)C)n1	-3	i

Additional records follow.
SMILES	OX1R antag	CHT allo act
COc1cc(C2CC(=O)NC3=C2C(=O)CC(C)(C)C3)cc(OC)c1O (configuration not stated)	-8	i
O=C(NC1CCCCC1)c1cc2ccccc2cc1O	-9	i
CCCCc1nc2cc(C(=O)N3CCCCC3CCO)ccc2o1 (configuration not stated)	-18	i
C=C1CCN([C@H](C(=O)Nc2ccc(OC)cc2)C(C)C)S(=O)(=O)c2ccccc21	-27	i
O=C(c1cc2nc(-c3ccccc3)cc(-c3ccccc3)n2n1)N1CCCC1	-30	i
COc1cc(NC(=O)CN(c2cc(C)cc(C)c2)S(=O)(=O)c2c(C)[nH]c(=O)[nH]c2=O)cc(OC)c1	-8	i
CC(=O)c1cccc(NC(=O)c2cnn(-c3ccccc3)c2C)c1	-23	i
CC1CC(C)CN(S(=O)(=O)c2ccc(NC(=S)NC(=O)c3ccccc3)cc2)C1 (configuration not stated)	-6	i
CCOC(=O)N1CCN(C(=O)C(=O)Nc2ccc3nc4n(c(=O)c3c2)CCCCC4)CC1	-33	i
Cc1ccc(OCC(=O)Nc2ccc(S(=O)(=O)N3CCCC3)cc2)cc1	1	i
O=C(/C=C/c1ccc([N+](=O)[O-])cc1)N(c1ccccn1)C1CCCCC1	-20	i
CCCCNC(=O)c1cc(C)no1	10	i
COCCNCC(O)CON=C1c2ccccc2-c2ccccc21 (configuration not stated)	-3	i
CCCCN(CC)CCNC(=O)c1cc2c(-c3ccc(Cl)cc3)nn(C)c2s1	-5	i
COc1ccc(/C=C2\SC(=S)N(CCCC(=O)N3CCN(C)CC3)C2=O)cc1	-32	i
Cc1[nH]c2ccc(F)cc2c1CCN(Cc1cccnc1)C(=S)Nc1cccc(F)c1	-6	i
Cn1c(SCC(=O)N2CCCCC2)nnc1-c1ccc(S(=O)(=O)N2CCOCC2)cc1	-13	i
Cc1ccn(C(=O)c2ccc(NC(=O)C3CCCCC3)cc2)n1	-1	i
Cc1c(Cl)cccc1NC(=O)CSCC(N)=O	0	i
COc1cc(C(=O)NNC(=O)c2cc(S(=O)(=O)N(C)C)ccc2N2CCCC2)cc(OC)c1OC	-12	nt
CCOC(=O)c1sc(NC(=O)C2CC2)cc1C	-16	i
C=CCn1c(C)c(C(=O)OCC)c2cc(O)c3ccccc3c21	nt	i
CC1(C)Cc2c(ccc3ccccc23)C(=O)N1	-21	i
Cc1ncc(N=Nc2ccccc2Cl)c(-c2ccccc2)n1	-26	i
COCCNC(=O)CSCc1cc(C)cc(C)c1	-6	i
Remaining list, next part:
SMILES	OX1R antag	CHT allo act
O=C(CS(=O)(=O)c1ccc(C(F)(F)F)cn1)NNC(=O)c1ccccc1	-12	i
O=C(CCNS(=O)(=O)c1ccccc1)NCCSc1ccc(Br)cc1	-26	nt
COC(=O)c1ccc(C2c3c(oc4ccccc4c3=O)C(=O)N2CCCN2CCOCC2)cc1 (configuration not stated)	-31	i
CCn1c2ccccc2c2cc(NC(=O)c3cccc([N+](=O)[O-])c3C)ccc21	-6	i
COc1ccc(-c2cc(C(=O)N3CCCC3)c3ccccc3n2)cc1OC	-20	i
COc1ccc2c(c1)c(CC(=O)Nc1cc(C)ccc1C)c(C)n2C(=O)c1ccc(Cl)cc1	-11	i
CN(C)S(=O)(=O)c1ccc(C(=O)OCC(=O)NC(=O)NC2CCCC2)cc1	-7	nt
CCN(CC)c1ccc(/C=C2\NC(=O)NC2=O)cc1	-22	i
Cc1ccc(-c2nc(SCC(=O)Nc3ccccc3OC(F)F)c3c(C)c(C(=O)O)sc3n2)cc1	-23	i
Cc1ccsc1/C=C1/C(=O)NN(c2ccccc2)C1=O	-22	i
O=S(=O)(CCc1ccncc1)C1Cc2cccc3cccc1c23 (configuration not stated)	0	i
COc1ccccc1N1CCN(C(=O)C2CCN(S(=O)(=O)c3ccc4c(c3)CC(C)N4C(C)=O)CC2)CC1 (configuration not stated)	-38	i
NS(=O)(=O)c1ccc(NC(=O)/C=C/c2cn(-c3ccccc3)nc2-c2cccc(Cl)c2)cc1	-3	i
CCOC(=O)c1cnc(-n2cc(C)cn2)nc1NCc1ccc2c(c1)OCO2	-36	i
COc1ccc2ccccc2c1/C=N/Nc1cccc(C(=O)O)c1	-3	i
O=C(NCCc1ccc(Cl)cc1)c1ccc2[nH]c(=O)c(=O)[nH]c2c1	-13	i
COc1ccc(Nc2nc(N/N=C/c3ccc(N(C)C)cc3)nc(C)c2[N+](=O)[O-])cc1	-10	i
O=C(/C=C/c1ccccc1)OCC(=O)c1c[nH]c2ccccc12	3	nt
CC1=NNC(=O)C1C(c1ccc(Cl)cc1)C(C#N)C#N (configuration not stated)	-4	i
CCN(CCNC(=O)C1=C(C)C(=O)OC12CCC(C)CC2)c1ccccc1 (configuration not stated)	-42	i
COc1ccc(S(=O)(=O)Nc2c(C(=O)O)[nH]c3ccc(OC)cc23)cc1	-14	i
O=C(CCc1ccc(S(=O)(=O)N2CCOCC2)cc1)Oc1ccccc1	4	i
CC1CCCCN1C(=O)COc1ccc(S(=O)(=O)N2CCCC2)cc1[N+](=O)[O-] (configuration not stated)	-20	nt
CC(=O)c1c(C)[nH]c(C(=O)Nc2nc(C)cs2)c1C	-12	i
COc1cccc(CN2CCCC(C(=O)N3CCCCC3)C2)c1 (configuration not stated)	-8	i

Quoted at random: 3 records from the list.
SMILES	OX1R antag	CHT allo act
Cc1ccsc1/C=C1/C(=O)NN(c2ccccc2)C1=O	-22	i
C=C1CCN([C@H](C(=O)Nc2ccc(OC)cc2)C(C)C)S(=O)(=O)c2ccccc21	-27	i
NS(=O)(=O)c1ccc(NC(=O)/C=C/c2cn(-c3ccccc3)nc2-c2cccc(Cl)c2)cc1	-3	i

(more compounds)
SMILES	OX1R antag	CHT allo act
CC(CC(=O)c1cccs1)CC(=O)c1cccs1	-10	i
Cc1ccc(S(=O)(=O)N2CCN(C(=O)c3cc4c(C)nn(-c5ccccc5C)c4s3)CC2)cc1	-22	i
CCCN(CC1CC1)C(=O)COC(=O)c1oc2c(F)cccc2c1C	-13	nt
O=C(Nc1nnc(-c2ccc(Cl)cc2)o1)C1=COCCO1	-10	i
O=C(COc1ccc2ccccc2c1)N1CCN(C(=O)c2ccco2)CC1	-15	i
CCCCc1ccc(NC(=O)COc2ccc(C(=O)Nc3ccccc3OCC)cc2)cc1	-13	i
Cc1ccccc1NC(=O)Cc1nnc(NC(=O)Nc2ccccc2F)s1	-9	i
O=C(O)CCCNC(=O)/C(=C\c1ccccc1F)NC(=O)c1ccccc1	-1	i
CN(C(=O)CSc1nc2ccccc2o1)C1CCS(=O)(=O)C1 (configuration not stated)	-1	nt
COc1ccccc1CNC(=O)C(C)n1nc(C)c2c(C)n(-c3ccccc3)nc2c1=O (configuration not stated)	-14	i
O=C(C1=C[C@H](C2CCCCC2)C[C@H](OCCCCO)O1)N1CCN(Cc2ccccc2)CC1	-44	i
CCOc1ccc(/C=C2\SC(=S)N(C(C(=O)O)c3ccccc3)C2=O)cc1OC (configuration not stated)	-21	i
COc1ccc(-n2c(Cc3cccn3C)nnc2SCC(=O)NCc2ccccc2Cl)cc1	-36	i
CN(C(=O)CSc1nncc2ccccc12)c1ccccc1	-12	nt
Cc1cccc(Nc2nc3ccccc3n3nnnc23)c1	-23	i
COC(=O)Cn1c2ccc(OC)cc2c2nc(C)sc21	-27	i
Cc1ccc(-c2nn(-c3ccccc3)cc2C(=O)N2CCN(C3CCS(=O)(=O)C3)CC2)cc1 (configuration not stated)	-5	nt
O=C(Nc1ccc(Cl)cc1)c1ccc(-c2ccccn2)s1	-2	i
COC(=O)C1=C(C)N=c2s/c(=C/c3cccs3)c(=O)n2C1c1cccs1 (configuration not stated)	-17	i
COc1ccccc1C(=O)Nc1ccccc1C(=O)N1C(C)CCCC1C (configuration not stated)	-28	i
COCCNC(=O)C(=O)N/N=C(\C)CC(=O)Nc1cccnc1	-3	i
COc1ccc(CCN(C)C(=O)CSc2ncnc3sccc23)cc1OC	-46	i
CC(=O)Nc1ccc(NC(=O)CSc2ncc(C(=O)Nc3ccc(F)cc3)c(=O)n2C)cc1	4	i
CCC(CC)NC(=O)Cc1ccccc1[N+](=O)[O-]	-10	i
CCC(NC(=O)CCc1c(C)c2cc3c(C)c(C)oc3cc2oc1=O)C(=O)N[C@@H](Cc1ccccc1)C(=O)O (some centres not stated)	-15	i
